Screening results (PubChem BioAssay)
uPA surface inh: blocks generation of uPA at the cell surface. 330,000 compounds, 0.31% hits. AID 540303. Potency, µM (series often up to 38.3 µM), for inactives: at the top dose activity change, negative = inhibition, most hits filed as inhibitors. cell surface uPA generation assay, qHTS; active = well fitted inhibition curve with a large enough effect; inconclusive = small, poorly fitted or top-dose-only effect; inactive = no such curve, though single readings can be large or run the other way; tested in mouse RAW 264.7 cells; also: % is scaled to controls: 0 for no effect and ±100 for the full control effect; nearly all actives have a fitted effect of over 55% in size
NPC1 promoter act: NPC1 promoter activation. Huh7 NPC1 promoter luciferase reporter, 24 h. Potency, µM (doses to about 9.22 µM), without a hit: at the highest dose activation, usual class: activators. 320,000 compounds, 2.4% hits. AID 485313;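 also: % of control where 0% means no effect; nearly all actives have a fitted effect of over 60% in size; reporter is driven by a mutant NPC1 promoter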
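Stable NPC1-promoter luciferase Huh7 line; cpd (DMSO) 24 h, 37 °C, 5% CO2; Amplite luciferase reagent 10 min RT; luminescence readout. qHTS format.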
VP16 counter: inhibits Gal4-VP16 luciferase reporter, ROR gamma counter-screen; Drosophila S2 Gal4-VP16 UAS-luciferase, luminescence, 20 h; Potency, µM (highest dose often 53.6 µM), inactives show at the highest dose activity, negative = inhibition, usual class: inhibitors; 310,000 compounds, 3.5% hits; AID 2546;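 also: Gal4-VP16 expression switched on by copper sulfate through the metallothionein promoter; % is scaled to controls: 0 for no effect and ±100 for the full control effect; nearly all actives have a fitted effect of over 50% in size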
FLuc modulator: firefly luciferase modulation, counter-screen for miR-21 project | P08659 | Potency, µM (doses to about 57.5 µM), inactives show at the top dose activity change, negative = inhibition, actives largely listed as inhibitors | 360,000 compounds, 6.9% hits | purified FLuc, Km substrates, luminescence inhibition | AID 588342;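 also: plate controls were vehicle for no effect and reference inhibitor for full effect; nearly all actives have a fitted effect of over 55% in size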
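Purified P. pyralis luciferase (10nM final) with 10uM D-luciferin and 10uM ATP (Km levels) in 50mM Tris acetate pH 7.5, 10mM Mg acetate, 0.01% Tween-20, 0.05% BSA; qHTS 6-point titration, ~60 µM downward; luminescence read.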
Rab9 promoter act: activators of Rab9 promoter; Huh7 Rab9 promoter-luciferase reporter, luminescence, 24 h; Potency, µM (titrated, usually from 9.22 µM), for inactives: top-dose activation, negative = inhibition, usual class: activators; 320,000 compounds, 2.8% hits; also: % of control where 0% means no effect; nearly all actives have a fitted effect of over 60% in size
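Luminescence read-out: Huh7 cells stably expressing Rab9-luciferase, treated 24 h with compound at 37 °C, then lysed with luciferase reagent for 10 min at ambient before reading.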
BRCA1 expr up: increases BRCA1 expression; MCF7-BRCA1-FFLuc reporter, luminescence, 48 h; response scale: scaled: vehicle 0%, 10 µM genistein 100%; Potency, µM (doses to about 46.1 µM), for inactives: at the top dose activation, usual class: activators; 380,000 compounds, 1.1% hits; AID 624202; also: nearly all actives have a fitted effect of over 80% in size; some results filed as inactive show a strong effect at the top dose
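MCF7 cells carrying a BRCA1-firefly luciferase reporter (2000 cells/well, phenol-red free MEM) were attached for 2 h at 37 °C, then given compounds for 48 h. Luminescence was read 15 min after luciferase reagent; activity normalized to genistein (10 microM) and DMSO.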
p53 reactivation: restores transcriptional activity of mutant p53 | H1299 p53-A138V BP100-luciferase reporter, luminescence, 24 h | Potency, µM (titrated, usually from 92.2 µM), inactives show top-dose activity change, positive = activation, usual class: activators | 320,000 compounds, 0.063% hits; also: % of control where 0% means no effect; nearly all actives have a fitted effect of over 45% in size
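H1299 (p53-null), stable ts p53-A138V + BP100-Luc; 1000 cells/well, Opti-MEM/10% FBS; cpd 4 pt, 1:5; 24 h, 37 deg C, 5% CO2; detection reagent 10 min RT; luminescence.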
ELG1 genotoxic: genotoxicity induction in ELG1-luciferase HEK293T cells; AID 504466; HEK293T ELG1-luciferase reporter, luminescence, 16 h; Potency, µM (top dose mostly 46 µM), for the others: at the top dose activity change, positive = activation, usual class: activators; 330,000 compounds, 1.3% hits; also: % of control where 0% means no effect; nearly all actives have a fitted effect of over 60% in size
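Genotoxic stress is detected as increased luminescence from luciferase-tagged ELG1 in HEK293T cells, measured with ONE-Glo after a 16 hr treatment at 37 °C.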
MBNL1 CUG block: inhibitors of human MBNL1 binding to CUG repeat RNA; Q9NR56; Potency, µM (top dose mostly 57.5 µM), inactives show at the top dose activity change, negative = inhibition, usual class: inhibitors; 280,000 compounds, 0.036% hits; AID 2675; TR-FRET MBNL1-His/biotin-(CUG)12 binding, 665/545 ratio; active = well fitted inhibition curve with a large enough effect in the signal ratio, with a control signal flat, not every such curve was filed as active; inconclusive = small, poorly fitted or top-dose-only effect, or effect the other way, or a change in a side signal; inactive = no such curve, though single readings can be large or run the other way; the % refers to the signal ratio; also: % is scaled to controls: 0 for no effect and ±100 for the full control effect
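Ratiometric TR-FRET (665 over 545 nm, excitation 340 nm) tracks disruption of MBNL1-His/biotin-(CUG)12 complex after 60 min at room temperature, with compounds at 92 nM to 58 uM final.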
RORgamma inh: ROR gamma (mouse) transcription inhibition; P51450; Drosophila S2 Gal4-RORgamma UAS-luciferase reporter, 20 h; Potency, µM (highest dose often 53.6 µM), without a hit: at the top dose activity change, negative = inhibition, actives largely listed as inhibitors; 310,000 compounds, 5.4% hits; also: % is scaled to controls: 0 for no effect and ±100 for the full control effect; nearly all actives have a fitted effect of over 60% in size
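Drosophila Schneider cells stably carrying a metallothionein-driven Gal4 DBD–ROR gamma fusion and a UAS-Photinus luciferase reporter were exposed to compound for 1 hr, then induced with copper sulfate (700 uM final) for 20 hr at ambient temperature before luminescence reading.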
CXXC DNA block: blocks binding of human MLL CXXC domain to DNA; AID 2662; 290,000 compounds, 0.037% hits; MLL-CXXC / FITC-HOXA9 DNA fluorescence polarization; Potency, µM (top dose mostly 115 µM), inactives show at the highest dose activity change, negative = inhibition, most hits filed as inhibitors; active = well fitted inhibition curve with a large enough effect in the polarisation, with a control signal flat, not every such curve was filed as active; inconclusive = small, poorly fitted or top-dose-only effect, or effect the other way, or a change in a side signal; inactive = no such curve, though single readings can be large or run the other way; the % refers to the polarisation
Target sequence (Q03164 whole entry, looked up, the tested form may be a part): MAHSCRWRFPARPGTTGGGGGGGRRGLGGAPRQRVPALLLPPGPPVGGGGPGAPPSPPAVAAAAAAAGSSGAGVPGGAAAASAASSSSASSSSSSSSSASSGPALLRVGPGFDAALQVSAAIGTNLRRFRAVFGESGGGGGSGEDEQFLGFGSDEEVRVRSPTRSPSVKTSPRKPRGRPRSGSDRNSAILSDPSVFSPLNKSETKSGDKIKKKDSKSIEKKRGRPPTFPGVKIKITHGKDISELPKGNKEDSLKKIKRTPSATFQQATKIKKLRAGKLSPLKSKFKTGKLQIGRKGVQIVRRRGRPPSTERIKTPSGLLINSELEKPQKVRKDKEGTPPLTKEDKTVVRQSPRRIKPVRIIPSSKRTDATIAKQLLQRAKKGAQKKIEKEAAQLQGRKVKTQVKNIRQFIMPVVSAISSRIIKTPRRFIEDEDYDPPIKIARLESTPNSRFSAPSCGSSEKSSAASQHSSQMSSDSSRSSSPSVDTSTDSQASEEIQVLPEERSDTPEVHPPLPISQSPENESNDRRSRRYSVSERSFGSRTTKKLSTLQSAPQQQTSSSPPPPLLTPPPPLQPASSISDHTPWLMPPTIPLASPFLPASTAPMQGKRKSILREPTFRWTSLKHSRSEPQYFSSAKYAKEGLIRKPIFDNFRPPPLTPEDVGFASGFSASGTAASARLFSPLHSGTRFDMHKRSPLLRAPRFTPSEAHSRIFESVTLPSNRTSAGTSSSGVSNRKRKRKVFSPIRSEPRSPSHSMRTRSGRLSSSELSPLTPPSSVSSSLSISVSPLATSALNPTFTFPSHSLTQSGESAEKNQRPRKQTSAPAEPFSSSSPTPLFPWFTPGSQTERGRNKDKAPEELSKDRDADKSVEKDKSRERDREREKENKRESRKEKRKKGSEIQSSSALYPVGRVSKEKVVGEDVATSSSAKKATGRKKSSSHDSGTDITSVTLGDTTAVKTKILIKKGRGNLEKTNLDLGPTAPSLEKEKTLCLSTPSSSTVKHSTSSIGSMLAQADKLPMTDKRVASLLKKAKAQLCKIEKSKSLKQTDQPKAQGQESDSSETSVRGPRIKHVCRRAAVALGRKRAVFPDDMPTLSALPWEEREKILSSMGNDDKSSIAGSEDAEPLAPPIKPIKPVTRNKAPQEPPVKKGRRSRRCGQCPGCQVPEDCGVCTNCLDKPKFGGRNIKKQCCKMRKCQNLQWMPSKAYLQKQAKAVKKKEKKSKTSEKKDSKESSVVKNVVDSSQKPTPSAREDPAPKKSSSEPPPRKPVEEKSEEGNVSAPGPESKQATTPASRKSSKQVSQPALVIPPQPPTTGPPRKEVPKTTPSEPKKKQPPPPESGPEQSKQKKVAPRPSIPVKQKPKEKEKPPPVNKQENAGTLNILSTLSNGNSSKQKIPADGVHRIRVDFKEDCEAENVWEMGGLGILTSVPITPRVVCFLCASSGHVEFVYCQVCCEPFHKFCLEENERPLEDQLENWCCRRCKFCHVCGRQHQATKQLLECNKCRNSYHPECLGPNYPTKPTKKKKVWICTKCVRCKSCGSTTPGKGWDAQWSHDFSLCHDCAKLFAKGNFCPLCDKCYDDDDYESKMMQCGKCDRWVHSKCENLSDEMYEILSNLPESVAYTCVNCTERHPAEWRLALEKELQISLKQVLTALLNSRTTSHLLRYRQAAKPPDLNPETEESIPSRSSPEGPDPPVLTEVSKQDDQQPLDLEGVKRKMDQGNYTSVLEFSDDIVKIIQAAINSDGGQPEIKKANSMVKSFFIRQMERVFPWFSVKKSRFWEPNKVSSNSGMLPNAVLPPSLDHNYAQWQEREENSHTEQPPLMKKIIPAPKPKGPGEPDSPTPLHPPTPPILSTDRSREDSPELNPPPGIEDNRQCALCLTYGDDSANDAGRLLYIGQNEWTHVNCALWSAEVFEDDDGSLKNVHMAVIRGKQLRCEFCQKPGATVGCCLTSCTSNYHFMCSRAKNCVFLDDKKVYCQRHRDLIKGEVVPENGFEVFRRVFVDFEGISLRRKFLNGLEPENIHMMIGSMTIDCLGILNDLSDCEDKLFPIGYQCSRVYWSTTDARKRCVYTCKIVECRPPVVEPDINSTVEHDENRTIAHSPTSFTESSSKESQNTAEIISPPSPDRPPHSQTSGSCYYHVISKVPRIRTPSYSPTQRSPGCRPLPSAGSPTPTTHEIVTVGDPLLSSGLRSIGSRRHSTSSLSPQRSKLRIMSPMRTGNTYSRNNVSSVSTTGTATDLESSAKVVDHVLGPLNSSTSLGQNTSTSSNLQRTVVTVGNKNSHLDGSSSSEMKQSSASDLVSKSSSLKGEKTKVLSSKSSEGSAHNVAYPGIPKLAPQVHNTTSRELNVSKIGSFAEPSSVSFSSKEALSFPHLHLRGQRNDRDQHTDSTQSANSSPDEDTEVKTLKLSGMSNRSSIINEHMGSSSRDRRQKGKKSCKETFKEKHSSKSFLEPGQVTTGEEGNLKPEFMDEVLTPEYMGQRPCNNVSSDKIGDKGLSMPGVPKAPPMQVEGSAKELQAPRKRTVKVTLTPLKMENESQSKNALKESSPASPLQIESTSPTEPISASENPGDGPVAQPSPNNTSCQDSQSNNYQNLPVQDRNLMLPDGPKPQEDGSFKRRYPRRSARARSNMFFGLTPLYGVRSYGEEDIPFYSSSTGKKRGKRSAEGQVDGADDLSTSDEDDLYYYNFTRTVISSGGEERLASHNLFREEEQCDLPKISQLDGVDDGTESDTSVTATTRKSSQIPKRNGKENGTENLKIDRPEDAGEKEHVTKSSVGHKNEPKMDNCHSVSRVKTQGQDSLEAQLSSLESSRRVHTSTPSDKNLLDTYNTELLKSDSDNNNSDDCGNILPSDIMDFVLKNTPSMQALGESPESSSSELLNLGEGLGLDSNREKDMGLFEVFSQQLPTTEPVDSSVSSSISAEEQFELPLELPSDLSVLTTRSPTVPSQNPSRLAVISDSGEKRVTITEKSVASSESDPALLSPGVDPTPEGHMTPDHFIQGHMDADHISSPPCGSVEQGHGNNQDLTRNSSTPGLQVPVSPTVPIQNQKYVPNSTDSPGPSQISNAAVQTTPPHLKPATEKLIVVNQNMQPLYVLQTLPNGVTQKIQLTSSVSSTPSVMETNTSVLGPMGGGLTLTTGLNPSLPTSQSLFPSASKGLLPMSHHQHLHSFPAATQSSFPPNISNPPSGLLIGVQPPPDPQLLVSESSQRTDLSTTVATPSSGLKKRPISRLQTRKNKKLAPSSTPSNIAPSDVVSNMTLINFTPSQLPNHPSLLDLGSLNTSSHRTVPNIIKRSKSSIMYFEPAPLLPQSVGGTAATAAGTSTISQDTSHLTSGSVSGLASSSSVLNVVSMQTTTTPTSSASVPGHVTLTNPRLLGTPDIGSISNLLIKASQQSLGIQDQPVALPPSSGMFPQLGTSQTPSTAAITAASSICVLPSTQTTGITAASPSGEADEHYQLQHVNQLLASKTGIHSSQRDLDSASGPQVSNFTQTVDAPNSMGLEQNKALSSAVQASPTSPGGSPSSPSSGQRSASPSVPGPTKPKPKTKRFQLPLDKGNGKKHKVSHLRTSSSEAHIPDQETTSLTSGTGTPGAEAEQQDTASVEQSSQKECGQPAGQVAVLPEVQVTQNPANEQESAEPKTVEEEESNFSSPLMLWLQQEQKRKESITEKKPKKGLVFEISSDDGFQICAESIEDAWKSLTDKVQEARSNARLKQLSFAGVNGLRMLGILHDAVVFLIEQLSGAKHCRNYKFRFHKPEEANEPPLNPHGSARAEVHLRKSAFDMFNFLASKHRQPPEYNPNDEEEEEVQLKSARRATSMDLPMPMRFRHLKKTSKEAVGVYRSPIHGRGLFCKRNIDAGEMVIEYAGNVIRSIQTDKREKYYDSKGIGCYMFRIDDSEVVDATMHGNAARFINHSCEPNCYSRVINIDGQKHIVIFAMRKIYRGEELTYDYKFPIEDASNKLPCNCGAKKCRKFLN
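Steps: dispense CXXC domain solution (7 uM) → pin compounds or unlabeled HOX-A9 DNA control → 5 min ambient → add FLSN-HOX-A9 solution (50 nM) → spin → 30 min ambient → fluorescence polarization. Tris pH 7.5/NaCl/DTT/BSA buffer.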
The depositor's hits bear a star; ? = inconclusive; . = not tested or not shown; & = joins results of further samples; [ ] = another dose, or the depositor's remark. Unless noted, calls follow the shape of the dose curve; as a rule, active = well fitted curve in the direction sought with a large enough effect; inconclusive = small, poorly fitted or top-dose-only effect, or another doubt; inactive = no such curve, though single readings can be large; an effect the other way counts as inactive or inconclusive. Potency is read from the fitted curve at half-maximal effect. Only part of the results is shown, so the mix of outcomes need not match the whole.

SMILES | uPA surface inh | NPC1 promoter act | VP16 counter | FLuc modulator | Rab9 promoter act | BRCA1 expr up | p53 reactivation | ELG1 genotoxic | MBNL1 CUG block | RORgamma inh | CXXC DNA block
CC(C)c1ccc(OCC(O)CN2CCCC2)cc1 (configuration not stated) | -2% | -3% | -8% | 4% | 0% | 4% | . | -4% | 3% | -39% | 37%[activator]
Cn1c(C(C(=O)NCC2CCCO2)N(C(=O)Cn2nnc3ccccc32)C2CCCCC2)nc2ccccc21 (configuration not stated) | . | -3% | -5% | -4% | -1% | -13% | 1% | 0% | -5% | 21% | 3%
CCCOC(c1ccccc1)(c1ccc(C(F)(F)F)cc1)C(Oc1nc(C)cc(C)n1)C(=O)O (configuration not stated) | ? | -11% | -14% | -3% | -8% | -10% | -91%[inhibitor] | -6% | 2% | 73% | -24%
C/C(=N\Nc1ccc([N+](=O)[O-])cc1)c1ccco1 | 3% | ? | ? | 7.6µM* | 3.5µM* | ? | ? | ? | ? | 44% | -5%
CN(C(=O)COC(=O)c1ccc([N+](=O)[O-])cc1)c1ccccc1 | -1% | -1% | 3% | -1% | -27% | 14% | -5% | -4% | ? | 1% | 7%
CN(C(=O)COn1nnc2ccc(S(=O)(=O)N3CCOCC3)cc21)c1ccccc1 | -2% | -2% | . | 7% | -4% | 0% | 0% | -1% | . | . | .
COc1ccc(CNS(=O)(=O)c2ccc(C3CNC(=O)C3)cc2)cc1 (configuration not stated) | -7% | 0% | 9% | -1%[2.3 µM] | -1% | -4% | 2% | -1% | 3% | 44% | 9%
CSCCCN1CCCC(CO)(Cc2ccc(F)cc2)C1 (configuration not stated) | -6% | -5% | 3% | 0% | 0% | 0% | . | -6% | 5% | -23% | -1%
Cc1noc(C)c1C(=O)Nc1ccc(F)cc1F | -9% | 1% | -1% | -2% | 5% | 17% | -4% | 3% | 3% | -17% | -3%
O=S(=O)(N/N=C/c1cccc(OC2CSC2)c1)c1ccccc1 | -1% | 0% | -14% | -5% | -5% | -30% | 4% | 3% | -21% | 20% | 9%
COc1ccccc1N1CCN(Cc2ccc(C(=O)O)cc2)CC1 | 4% | -3% | -3% | -2% | -4% | 2% | . | -8% | 1% | -1% | 1%
C/C(=N\O)C(C)(C)Nc1ccc(Br)cc1 | 0% | 5% | 12% | -10% | -1% | -30% | 0% | -2% | -8% | 22% | -8%
CCc1nc(SCC(=O)Nc2ccccc2C)n[nH]1 | 6% | 1% | 8% | 2% | 2% | 1% | 13% | 5% | -2% | 12% | 6%
Cc1ccc(C)c(NC(=O)CN(C)C(=O)Cc2coc3cc(C)c(C)cc23)c1 | -1% | 0% | . | -1% | -3% | -21% | 10% | 0% | . | . | .
Cn1c(CNC2CCCCC2)c(C#N)c2ccccc21 | 1% | 8% | 1% | -7% | 5% | 25% | 2% | 3% | 11% | 1% | 0%
N/C(=N\OS(=O)(=O)c1ccc(Cl)cc1)c1cccnc1 | 0% | 0% | -4% | -5% | 1% | -23% | -12% | -3% | 5% | 5% | 10%
CC(C)(C)N(Cc1ccccc1)C(=O)CSc1ncn[nH]1 | 2% | -4% | -3% | -1% | 6% | -16% | -2% | -5% | 1% | -5% | 1%
COC(=O)c1cn(CCOc2ccc(C)cc2)c2ccccc12 | -3% | -1% | 2% | -7% | -12% | -5% | 3% | -4% | 2% | 1% | 1%
Cc1cc(-c2ccc(C)c(S(=O)(=O)NCCCN(Cc3ccccc3)C(C)C)c2)on1 | ? | -5% | 13% | 2% | -2% | -20% | 9% | 2% | -15% | -9% | 9%
COc1ccccc1/C=N/NC(=S)Nc1cccnc1 | -1% | -3% | ? | ? | -3% | -45% | 0% | 0% | 6% | 0.71µM* | 1%
CCCNC(=O)c1nc(C)n(-c2cc(Cl)ccc2Cl)n1 | -6% | -15% | -2% | 0% | 9% | -16% | -4% | -1% | . | 0% | -2%
CC(SCc1ccccc1)C(=O)N/N=C/c1cc2c(cc1Br)OCO2 (configuration not stated) | -3% | -4% | -20% | 5% | -8% | 9% | ? | -1% | 8% | 27% | -8%
O=C(COC(=O)CN1C(=O)c2cccc([N+](=O)[O-])c2C1=O)NC1CCS(=O)(=O)C1 (configuration not stated) | 0% | -1% | -7% | 0% | 1% | 7% | 13% | 1% | . | 8% | -3%
COc1ccccc1OCCNC(=O)c1cc(SC)ccc1Cl | 5% | -1% | ? | 2% | -3% | -21% | 0% | -1% | -6% | 8% | -3%
Cc1cc2c(cc1C)-c1nnc(-c3ccc4ccccc4n3)n1C(C)(C)C2 | . | 0% | -7% | 5% | 0% | . | -4% | 0% | 1% | -15% | -1%

(next part)
SMILES | uPA surface inh | NPC1 promoter act | VP16 counter | FLuc modulator | Rab9 promoter act | BRCA1 expr up | p53 reactivation | ELG1 genotoxic | MBNL1 CUG block | RORgamma inh | CXXC DNA block
Cc1ccc(-c2noc(COC(=O)c3ccco3)n2)cc1 | -4% | 20% | . | 9.5µM* | 4% | 58% | ? | 12% | . | . | .
CN(C)CCCN1C(=O)c2oc3ccc(F)cc3c(=O)c2C1c1cccnc1 (configuration not stated) | -5% | 1% | 2% | 0% | -2% | -29% | 0% | -7% | ? | 4% | -5%
O=C(c1ccc(F)cc1)N1CCC2(CC1)NCCc1[nH]cnc12 | 5% | -1% | -7% | 2% | -14% | -6% | 7% | 1% | -6% | -15% | 2%
COc1cccc(CNC(=O)c2ccc(NC(=O)C3CCCO3)cc2)c1 (configuration not stated) | 1% | -1% | . | -1% | -1% | 5% | -3% | -2% | 1% | -12%[0.365 µM] | 4%
COc1cccc(-n2ccn(CC(=O)NCCc3ccccc3)c(=O)c2=O)c1 | 4% | 3% | -1% | 0% | -2% | 5% | 3% | 0%[9.26 µM] | -2% | -20% | 7%
COCCn1cc(C(=O)c2ccccc2OCC(=O)Nc2cc(C)on2)cc(C#N)c1=O | -2% | 3% | 0% | 2% | -7% | -2% | -6% | 2% | 11% | 21% | 0%
CC(C)(C)c1ccc(/C=N/OCC(=O)NCc2ccc(F)cc2)cc1 | 5% | -1% | -27% | 30µM* | 0% | -68% | -2% | -3% | -10% | ? | 7%
CCOC(=O)c1ccc(NC(=O)C(CC)CC)cc1 | 2% | 23% | 3% | ? | ? | ? | 12% | ? | -3% | 42% | 3%
COc1cc2c(cc1OC)CN(Cc1ccc(C)cc1)CC2 | 0% | 0% | -14% | -4% | -5% | -16% | -5% | 0% | -18% | -10% | -16%
CC1=C(C(=O)OCCCBr)C(c2ccc3c(c2)OCO3)NC(=O)N1 (configuration not stated) | 1% | 1% | 1% | 0% | -2% | -21% | -9% | -3% | -12% | -1% | 6%
O=S(=O)(c1ccc(F)cc1)N1CCCC(CO)C1 (configuration not stated) | 4% | -1% | -1% | 1% | 4% | -10% | -1% | 1% | -6% | 30% | 0%
O=C(Cn1cncn1)c1ccc(Cl)cc1 | -2% | 0% | -7% | 5% | 0% | -1% | 23% | 3% | 1% | 6% | 24%
CCOc1ccc(Cl)cc1CNc1nnnn1CC | -12% | -4% | 29% | 1% | 2% | -2% | 5% | 1% | 0% | 22%[1.91 µM] | -7%
C=C(C)C(=O)Nc1cccc(C2=NOC3(C2)C[C@@H](C(N)=O)N(C(=O)C(=C)C)C3)c1 (some centres not stated) | 4% | 0% | 9% | -1% | 0% | -12% | 5% | 2% | -30% | -17% | 3%
CCN(CC)C(=O)Sc1cccc2cccnc12 | 9% | 0% | 3% | 4% | 4% | -1% | 18% | ? | 3% | 17% | -8%
CCCCOc1ccc(C(=O)N2CC(C)OC(C)C2)cc1 (configuration not stated) | . | -4% | -2% | 8% | -4% | 6% | -5% | 4% | -3% | 1% | -3%
COc1cc(NC(=O)c2cc(C)no2)c(OC)cc1Cl | 4% | 11% | 6% | 0% | 0% | -46% | -5% | 7% | 19% | 13% | 13%
CCOc1ccc(Br)cc1C1C(C(=O)OC)=C(N)Oc2cc(N(C)C)ccc21 (configuration not stated) | -13% | -6% | 2% | 0% | -1% | -84% | 62% | . | -4% | 2% | 21%
CCS(=O)(=O)c1ccc2oc(Nc3cc(C)cc(C)c3)nc2c1 | . | 0% | -6% | -6% | -2% | -26% | 0% | -1% | 5% | -24% | -4%
O=C(C1CCC1)N1CCCc2cc(S(=O)(=O)N3CCN(c4ccccc4)CC3)ccc21 | -3% | -2% | -9% | 1%&-1% | -5% | -9% | 21% | -5% | 3% | 18% | 35%[activator]
